aSyn rescue: rescues yeast growth from alpha-synuclein toxicity; Yeast expressing alpha-synuclein, growth rescue, BacTiter-Glo, 24 h; Potency, µM (series often up to 46.1 µM), for inactives: at the top dose growth rescue (activation), most hits filed as activators; actives 0.14% (n = 370,000); AID 652106; also: potency is read from the fitted curve at half-maximal effect; % of control where 0% means no effect; nearly all actives have a fitted effect of over 65% in size
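Rescue of yeast growth: cells expressing toxic alpha-synuclein, induced in galactose at OD600 0.02, incubated with compound 24 h at 30 C. ATP luminescence quantified growth; inhibitors of toxicity appear as activators.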
DRD3 antagonist: antagonists of human D3 dopamine receptor; P35462; D3R cells, DiscoveRx beta-arrestin luminescence, antagonist mode; stronger effect = lower value; max response, negative = inhibition, %; actives 2.5% (n = 360,000); in the data active = max response below about -50%; inconclusive = no clear call, values can overlap the other calls; also: % is scaled to controls: 0 for no effect and ±100 for the full control effect; mostly tested at two doses, the higher about 12 µM
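Cells plated overnight at 1500 cells/well, then exposed to library compounds with dopamine controls for 90 minutes at 37 degrees C. DiscoveRx reagent added for 30–60 minutes at room temperature; luminescence read, quantitative HTS format.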
TDP43 rescue: rescues yeast growth from TDP-43 toxicity; TDP-43 expressing yeast growth rescue, BacTiter-Glo, 24 h; Potency, µM (series often up to 46.1 µM), for the others: at the top dose growth rescue (activation), most hits filed as activators; actives 1.8% (n = 410,000); also: potency is read from the fitted curve at half-maximal effect; % of control where 0% means no effect; nearly all actives have a fitted effect of over 50% in size
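Cell-based yeast growth screen: TDP-43 expression induced in galactose, inoculum OD600=0.02 after raffinose pregrowth to mid-log. Read-out BacTiter-Glo luminescence at 24 hr, 30 deg C; inhibition of toxicity seen as signal increase.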
EPAC2 agonist: agonists of human EPAC2 (RAPGEF4); AID 720711; EPAC2 activation, biochemical qHTS; response scale: 100% = 6.5 mM cAMP response; Potency, µM (titrated, usually from 154 µM), inactives show at the highest dose activation, actives largely listed as activators; actives 0.079% (n = 360,000); also: potency is read from the fitted curve at half-maximal effect; nearly all actives have a fitted effect of over 50% in size
Target sequence (Q8WZA2 whole entry, looked up): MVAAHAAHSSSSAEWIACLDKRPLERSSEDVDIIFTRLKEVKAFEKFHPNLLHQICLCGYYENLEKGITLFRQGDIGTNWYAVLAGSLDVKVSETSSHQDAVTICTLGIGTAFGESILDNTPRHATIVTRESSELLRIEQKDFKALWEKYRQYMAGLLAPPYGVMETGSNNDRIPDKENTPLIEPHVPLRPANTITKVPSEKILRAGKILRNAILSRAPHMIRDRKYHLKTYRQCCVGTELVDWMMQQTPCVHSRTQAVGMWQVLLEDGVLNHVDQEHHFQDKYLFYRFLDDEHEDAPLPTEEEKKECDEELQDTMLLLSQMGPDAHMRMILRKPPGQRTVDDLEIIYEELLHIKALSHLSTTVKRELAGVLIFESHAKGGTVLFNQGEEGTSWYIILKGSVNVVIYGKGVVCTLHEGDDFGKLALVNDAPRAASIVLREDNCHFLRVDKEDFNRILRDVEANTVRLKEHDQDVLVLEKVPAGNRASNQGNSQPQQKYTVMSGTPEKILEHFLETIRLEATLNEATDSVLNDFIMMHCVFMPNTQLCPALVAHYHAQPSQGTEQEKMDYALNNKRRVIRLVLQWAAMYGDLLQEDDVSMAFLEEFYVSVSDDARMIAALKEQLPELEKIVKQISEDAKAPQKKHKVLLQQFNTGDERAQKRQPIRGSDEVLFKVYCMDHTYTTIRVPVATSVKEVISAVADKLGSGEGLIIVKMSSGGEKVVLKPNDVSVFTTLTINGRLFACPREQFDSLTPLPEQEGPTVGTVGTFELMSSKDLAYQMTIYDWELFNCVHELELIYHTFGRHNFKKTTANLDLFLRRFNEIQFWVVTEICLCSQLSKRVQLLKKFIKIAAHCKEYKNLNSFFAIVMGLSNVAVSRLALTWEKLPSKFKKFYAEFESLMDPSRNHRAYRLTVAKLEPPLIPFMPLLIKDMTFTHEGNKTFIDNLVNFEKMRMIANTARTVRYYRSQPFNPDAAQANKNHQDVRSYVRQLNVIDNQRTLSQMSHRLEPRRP
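Compounds were titrated in qHTS against a Rap1B-BODIPY-GDP (250 nM) complex with EPAC2 (100 nM) and GDP (50 uM). BODIPY-GDP release tracked at 480/540 nm over 30 min at room temperature, normalized to 6.5 mM cAMP.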
FUS yeast rescue: rescues growth of FUS-expressing yeast; AID 1347120; S. cerevisiae FUS-expressing, growth rescue, OD600, 24 h; Potency, µM (top dose mostly 76.6 µM), for inactives: top-dose growth rescue (activation), usual class: activators; actives 0.24% (n = 390,000);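 also: potency is read from the fitted curve at half-maximal effect; plate controls were DMSO vehicle for no effect and reference control for full effect; nearly all actives have a fitted effect of over 55% in size; some results filed as inactive show a strong effect at the top dose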
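Quantitative HTS measuring growth restoration of FUS-toxic yeast. Galactose-induced cells (OD 0.005) were exposed 24hr at 30C to compounds at several concentrations, then absorbance at 600 nm was recorded.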
EPAC2 antag: EPAC2 (human) antagonism | Q8WZA2 | EPAC2 GEF exchange of Rap1B-BODIPY-GDP, fluorescence | Potency, µM (top dose mostly 114 µM), for inactives: at the highest dose activity, negative = inhibition, usual class: inhibitors | actives 0.18% (n = 360,000); also: potency is read from the fitted curve at half-maximal effect; % is scaled to controls: 0 for no effect and ±100 for the full control effect; nearly all actives have a fitted effect of over 45% in size; many of its hits are not listed in these tables
D3 ag: D3 dopamine receptor (human) agonism | D3R DiscoveRx beta-arrestin cells, luminescence, 90 min | max activation, % | actives 0.58% (n = 410,000); in the data active = max activation above about 30%; also: 0% is about no effect; mostly tested at two doses, the higher about 12 µM
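Agonist-mode cell screen: cells plated at 1500/well and incubated overnight at 37 °C, then exposed to library compounds for 90 min at 37 °C. Detection reagent was added for 30–60 min at room temperature, and luminescence was read.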
Abeta rescue: restores growth of yeast expressing A-beta42 peptide | yeast expressing A-beta42, growth rescue, OD600, 48 h; response scale: 0% DMSO, 100% iron-clioquinol control | Potency, µM (titrated, usually from 46.1 µM), for inactives: at the top dose growth rescue, most hits filed as activators | actives 0.063% (n = 410,000) | AID 1347071; also: potency is read from the fitted curve at half-maximal effect; nearly all actives have a fitted effect of over 55% in size
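Yeast growth medium received pinned compounds, then yeast cells expressing toxic A-beta were added; plates incubated at 30 C for 48 hr. Growth read as absorbance at 600 nm, normalized to DMSO and equimolar FeCl3 plus clioquinol controls.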
* = called active by the depositor; ? = inconclusive; · = not tested or not shown; [ ] = dose if it differs, or a comment. Unless noted, calls follow the shape of the dose curve; as a rule, active = well fitted curve in the direction sought with a large enough effect; inconclusive = small, poorly fitted or top-dose-only effect, or another doubt; inactive = no such curve, though single readings can be large; an effect the other way counts as inactive or inconclusive. Not all compounds are listed; rates above refer to the full screens.

Below each compound – aSyn rescue	DRD3 antagonist	TDP43 rescue	EPAC2 agonist	FUS yeast rescue	EPAC2 antag	D3 ag	Abeta rescue
- COc1cn(-c2ccccc2)nc1C(=O)Nc1ccc(C)cc1
    5.9%	-13.7	?	-0.1%	4.0%	?	-10.6	-37.7%[inhibitor]
- CN(Cc1ccc2nsnc2c1)Cc1nc(Cc2cccc(F)c2)no1
    -1.3%	11.3	?	14.6%	-0.1%	-12.3%	0.6	-6.7%
- O=C(CCNC(=O)C1CCN(S(=O)(=O)c2ccccc2)CC1)NCc1cccnc1
    14.0%	0.7	14.0%	1.0%	4.0%	1.4%	-0.6	4.6%
- O=C(Nc1ccc2nc(C3CC3)n(Cc3ccccc3)c(=O)c2c1)C1CC1
    1.4%	-1.7	-6.1%	-10.3%	-28.2%	-1.7%	-2.9	-12.8%
- CC1CCN(c2ccc3nnc(CCC(=O)Nc4ccc(F)cc4)n3n2)CC1
    7.6%	-2.8	-15.0%	0.7%	34.8%	-15.7%	-2.0	1.1%
- Cc1ccc(N2CCC(N3CCN(C4CCCCC4)C(CCO)C3)CC2)cc1 (stereo not given)
    -6.7%	-3.3	-9.6%[0.397 µM]	2.9%	-7.0%	7.1%	1.1	3.6%
- Cc1ccccc1Cn1c(C)c(C(=O)NCC(C)C)sc1=O
    14.7%	24.8	14.8%	-0.9%	9.8%	-5.3%	9.5	7.4%
- O=S(=O)(Cc1noc(-c2ccc(OC(F)(F)F)cc2)n1)c1ccc(F)cc1
    -9.2%	9.3	7.5%	-8.4%	-5.4%	?	2.2	-9.5%
- COc1cc(/C=C/C(=O)OCC(=O)NCCC2=CCCCC2)cc(OC)c1OC
    14.4%	-11.6	35.5µM*	-1.7%	18.9%	-4.7%	-0.1	22.7%
- CS(=O)(=O)Nc1ccc(C(=O)Nc2ccccc2C(=O)N2CCCC2)cc1
    ?	-12.4	-3.3%	4.4%	1.3%	-1.6%	2.5	12.0%

The list continues.
Below each compound – aSyn rescue	DRD3 antagonist	TDP43 rescue	EPAC2 agonist	FUS yeast rescue	EPAC2 antag	D3 ag	Abeta rescue
- NS(=O)(=O)c1ccc(NC(=O)COc2ccc(S(=O)(=O)NC3CCCCC3)cc2)cc1
    ·	·	7.5%	·	6.0%	·	2.4	-7.5%
- O=C(OCC(=O)N1CCCC1)c1cc([N+](=O)[O-])ccc1Cl
    5.2%	2.9	-0.3%	6.2%	7.5%	0.9%	3.9	3.1%
- Cc1cccc(OCC(=O)Nc2cc(S(=O)(=O)N3CCCCC3)ccc2N2CCN(C)CC2)c1
    6.2%	5.1	1.3%	0.9%	21.1%	-7.5%	-6.2	·
- CC1Oc2ccccc2C=C1/C=C1/SC(N2CCOCC2)=NC1=O (stereo not given)
    -1.2%	-0.6	7.2%	0.8%	17.0%	-0.1%	-2.7	-3.1%
- O=C1CSC(c2ccc(Cl)cc2)N1c1cccnc1 (stereo not given)
    27.7%	-11.4	-17.6%	-18.5%	2.1%	-7.2%	-13.0	-60.7%[inhibitor]
- O=C(O)c1ccc2c(c1)C(=O)N(CCC1=CCCCC1)C2=O
    5.0%	-25.4	15.7%	-1.0%	-12.4%	9.6%	4.5	-6.4%
- CC1(C)CC(CC(=O)O)(c2ccccc2)CCO1 (stereo not given)
    -4.3%	-29.9	3.9%	12.1%	1.0%	-0.3%	2.8	5.2%
- CC(C)OP(=O)(OC(C)C)C(O)c1ccc2c(c1)OCO2 (stereo not given)
    2.3%	23.1	22.1%	4.9%	·	-1.1%	0.1	5.8%
- CCN(Cc1ccccc1)C(=O)c1oc2ccc(S(=O)(=O)N3CCOCC3)cc2c1C
    10.0%	9.4	15.8%	16.3%	21.7%	2.8%	0.1	-4.3%
- Cc1cc(C(=O)NNC(=O)c2ccc(NC(=O)CC#N)cc2)c(C)o1
    1.5%	3.3	13.1%	7.4%	15.8%	2.4%	-1.2	-19.3%

(list continues)
Below each compound – aSyn rescue	DRD3 antagonist	TDP43 rescue	EPAC2 agonist	FUS yeast rescue	EPAC2 antag	D3 ag	Abeta rescue
- CCCC(=O)C1=C(O)C(C(=O)OC)C(C)(C)CC1=Nc1ccc(OC)cc1 (stereo not given)
    -2.0%	9.6	-16.0%[0.397 µM]	0.5%	26.9%	-14.6%	6.1	3.7%
- O=C1CC(c2ccccc2)Cc2[nH]c(=O)c(C(=O)Nc3ccc(F)cc3)cc21 (stereo not given)
    ·	·	1.8%	·	-3.7%	·	2.2	-12.5%
- N#Cc1nc(Cc2ccccc2)oc1NCCN1CCOCC1
    -0.6%	-5.9	-11.0%	8.4%	-11.2%	5.5%	0.7	-4.3%
- CCSc1nnc(C)c2ccccc12
    9.7%	25.6	13.7%	3.4%	-18.7%	7.9%	0.5	14.6%
- CCc1ccc(NC(=O)c2cc(-c3ccc4c(c3)OCO4)on2)cc1
    0.4%	-16.9	-8.6%	12.1%	5.5%	3.3%	-7.8	-0.3%
- CCOC(=O)c1c(NC(=O)CSc2ncccn2)sc2c1CCN(Cc1ccccc1)C2
    5.6%	-81.0*	0.0%	12.2%	11.8%	0.5%	-11.8	-3.5%
- c1ccc2sc(Cc3nnc4n3CCCCC4)nc2c1
    0.9%	-13.7	-4.4%	2.3%	9.9%	9.9%	13.2	16.7%
- CCCCC(C(=O)NCCC(C)C)N(CCCN1CCOCC1)C(=O)c1snc(C(N)=O)c1N (stereo not given)
    3.0%	-25.3	-21.7%	-3.9%	10.3%	1.2%	-6.6	23.1%
- CCOC(=O)C1=C(COC(=O)/C=C/c2cccc(Br)c2)NC(=O)NC1C (stereo not given)
    1.5%	8.6	18.1%	7.2%	-7.2%	2.2%	17.6	0.0%
- Cc1ccc2nc(CN3CCN(C(=O)Nc4ccc(F)cc4)CC3)oc2c1
    ·	·	17.1%	·	15.6%	·	5.3	-2.1%

Next section:
Below each compound – aSyn rescue	DRD3 antagonist	TDP43 rescue	EPAC2 agonist	FUS yeast rescue	EPAC2 antag	D3 ag	Abeta rescue
- COCCn1c(=O)[nH]c(=O)c2c1nc(-c1ccc(-c3ccc(Cl)cc3[N+](=O)[O-])o1)n2Cc1ccccc1
    -13.1%	9.8	2.7%	-0.3%	·	-1.0%	-2.4	-3.7%
- Nc1cc(=O)[nH]c(SCC(=O)N2CCCC2)n1
    -6.0%	-19.3	2.5%	7.7%	-9.8%	2.6%	-1.3	-7.0%
- O=C(NCc1ccccc1CN1CCCC1)c1ccc(S(=O)(=O)Nc2ccccc2)cc1
    -1.9%	-58.6*	7.7%	2.3%	12.4%	-0.3%	-10.1	-4.8%
- CC1(C)CC(=O)C=C(NCCc2ccccc2)C1
    0.6%	-2.9	0.6%	6.3%	-10.2%	7.7%	2.9	1.5%
- Cc1ccc(C(O)c2ncc(-c3ccccc3F)[nH]2)c(C)c1 (stereo not given)
    5.2%	0.0	14.2%	19.3%	6.8%	-1.1%	-3.7	-10.4%
- COCCn1c(SCC(=O)Nc2ccc(C(F)(F)F)cc2)nc2c([nH]c3ccccc32)c1=O
    -5.1%	·	8.0%	·	-15.5%	·	4.3	-12.1%
- CCNC(=O)CC1C(=O)N(c2ccc(F)cc2)C(=O)N1Cc1ccc(OC)cc1 (stereo not given)
    0.4%	22.6	-4.6%	9.5%	13.6%	-2.0%	25.9	-19.1%
- Cc1ccccc1-c1nnc(CN2CCN(c3ccccn3)CC2)o1
    ·	·	-0.1%	·	-1.2%	·	49.8*	-18.9%
- O=C(NC1CCCCC1)c1cccc2c1C(=O)c1ccc(N3CCCC3)cc1S2(=O)=O
    -1.1%	-0.8	0.1%	-32.1%[inhibitor]	-0.3%	61.0%[activator]	24.2	-9.9%
- CC(=O)Nc1ccc(NC(=O)C2CCN(C(=O)c3cccs3)CC2)cc1
    2.8%	-1.4	1.8%	9.5%	-3.1%	17.8%[57.1 µM]	3.1	0.0%

Next records follow:
Below each compound – aSyn rescue	DRD3 antagonist	TDP43 rescue	EPAC2 agonist	FUS yeast rescue	EPAC2 antag	D3 ag	Abeta rescue
- CCN(CC)S(=O)(=O)c1cccc(C(=O)Nc2ccc(C#N)cc2)c1
    12.0%	-8.5	29.6%	13.6%	28.5%	-7.4%	5.6	10.5%
- COc1ccc(Cl)cc1C(=O)Nc1cccc(-c2ccc3nncn3n2)c1
    2.7%	31.8	-0.5%	?	2.7%	?	-0.4	-8.9%
- Cc1[nH]c(C)c(S(=O)(=O)N2CCN(c3cccc(C(F)(F)F)c3)CC2)c1C(=O)N1CCCCC1
    5.3%	14.2	-4.0%	2.3%	30.6%	-8.9%	4.7	-8.0%
- Cc1nc2sc(C(c3ccccc3)N3CCN(CCO)CC3)c(O)n2n1 (stereo not given)
    3.9%	13.0	8.7%	7.7%	-10.7%	-11.1%	2.8	1.1%
- CCCCNc1ncnc2c1cnn2Cc1ccc(Cl)cc1
    16.9%	0.7	?	11.1%	3.2%	-12.1%	-10.8	6.6%
- Cc1noc(C)c1-c1ccc(C(=O)N2CCN(C)CC2)c2occc12
    -8.4%	0.0	-0.8%	5.5%	-19.9%	1.8%	-14.1	-18.5%
- Cc1ccc2c(c1)C(c1ccccc1)N(C(=O)c1ccc(S(=O)(=O)N3CCOCC3)cc1)CC(=O)N2 (stereo not given)
    0.2%	-7.6	-10.6%	-8.2%	27.7%	3.3%	-6.3	-14.8%
- O=C(C1CC(c2ccc(F)cc2)=NO1)N1CCCc2ccccc21 (stereo not given)
    1.7%	8.9	9.1%	8.2%	4.7%	-1.5%	-3.6	9.5%
- CCC(C(=O)Nc1ccc(S(=O)(=O)N(C)C2CCN(C)CC2)cc1)c1ccccc1 (stereo not given)
    0.1%	4.5	10.5%	8.1%	-5.7%	10.7%	-1.9	16.4%
- Cc1ccc(-n2cc(C(C)(C)C)[nH]c2=S)cc1
    -4.5%	14.3	18.5%	1.0%	13.0%	10.0%	-4.4	2.9%
- CC(C)n1cnnc1SCC(=O)Nc1ccc(Br)cc1F
    0.7%	-4.9	-3.4%	0.8%	-12.4%	-1.0%	9.4	11.8%

Bioassay records deposited in PubChem by National Center for Advancing Translational Sciences (NCATS).
